Assay outcomes from PubChem BioAssay.
Pf growth 96h = P. falciparum growth inhibition at 96 hour, primary screen for plastid delayed-death inhibitors. P. falciparum luciferase reporter growth, 96 h. Potency, µM (series often up to 28.7 µM), for the others: at the top dose activity change, negative = inhibition, actives largely listed as inhibitors. actives 6.9% (n = 320,000). AID 504834; further: potency means the concentration at half of the fitted maximal effect; on the % scale 0 is the no-effect control and ±100 the full control effect
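Cell-based qHTS: luciferase-tagged P. falciparum in erythrocytes (2% hematocrit, 0.05% parasitemia final) incubated with compounds for 96 hours, 37 C, 5% CO2; luciferase detection reagent then added and luminescence measured.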
Shiga inhibitor = blocks Shiga toxin action in Vero cells; inhibition, % at 38.7 µM; Vero cells, Shiga toxin protein synthesis inhibition reporter; actives 9.2% (n = 290,000); in the data active means inhibition mostly above about 28%, no sharp cut-off; inactive means mostly below about 43%; further: 0% is about no effect
Sm TGR block = S. mansoni TGR enzyme inhibition | purified TGR, DTNB reduction, TNB absorbance 405 nm | actives 3% (n = 360,000) | Potency, µM (series often up to 114 µM), for the others: top-dose activity change, negative = inhibition, hits mostly inhibitors | AID 485364; further: potency means the concentration at half of the fitted maximal effect; on the % scale 0 is the no-effect control and ±100 the full control effect; nearly all actives have a fitted effect of over 60% in size
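TGR 20 nM + NADPH 100 uM (dispensed conc.), cpd preinc 15 min RT; start with NADPH (500 uM addition) then DTNB (15 mM addition). Kinetic TNB absorbance, 405 nm filter. Four-parameter Hill fit across titration.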
Pf growth 48h = P. falciparum growth inhibition at 48 hours (one generation); P. falciparum luciferase growth in erythrocytes, 48 h; Potency, µM (titrated, usually from 28.7 µM), for the others: top-dose activity change, negative = inhibition, hits mostly inhibitors; actives 5.9% (n = 310,000); AID 504832; further: potency means the concentration at half of the fitted maximal effect; on the % scale 0 is the no-effect control and ±100 the full control effect
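Firefly luciferase activity from engineered P. falciparum reports growth; inhibitors lower the luminescent signal. Cultures contained 2% hematocrit erythrocytes at 0.1% final parasitemia.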
FBPA Giardia inh = blocks Giardia fructose-bisphosphate aldolase activity; A8B2U2; Potency, µM (top dose mostly 59.6 µM), for the others: top-dose activity, negative = inhibition, actives largely listed as inhibitors; AID 2451; actives 0.71% (n = 290,000); purified Giardia FBPA; further: potency means the concentration at half of the fitted maximal effect; on the % scale 0 is the no-effect control and ±100 the full control effect; nearly all actives have a fitted effect of over 55% in size
Target sequence (A8B2U2 whole entry, looked up): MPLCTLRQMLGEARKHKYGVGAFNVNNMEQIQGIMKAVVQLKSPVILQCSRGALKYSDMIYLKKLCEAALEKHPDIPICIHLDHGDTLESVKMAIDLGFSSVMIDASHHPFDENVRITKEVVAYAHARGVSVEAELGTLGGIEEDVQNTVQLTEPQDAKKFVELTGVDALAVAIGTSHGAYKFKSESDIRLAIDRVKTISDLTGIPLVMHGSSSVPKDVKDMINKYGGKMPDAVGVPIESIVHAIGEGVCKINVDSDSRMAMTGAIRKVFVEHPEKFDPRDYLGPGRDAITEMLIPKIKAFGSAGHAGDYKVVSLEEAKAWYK
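Giardia FBPA (40 nM reagent) was preincubated 10 min at RT with compound (up to 57.5 uM final), then substrate plus GAPDH/TPI/NAD/arsenate coupling system with diaphorase/resazurin was added; resorufin fluorescence (525/598 nm) was read after 20 min.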
CHX counter = affects cycloheximide protein synthesis inhibition readout, counter-screen; actives 12% (n = 300,000); max response, %; AID 2314; cell reporter, cycloheximide protein synthesis inhibition counterscreen; in the data active means max response mostly above about 13%, no sharp cut-off; inactive means mostly below about 14%; further: read at 38.3 µM for the half of the compounds with a filed dose; 0% is about no effect
* hit, by the source's call; i = inactive; ? = inconclusive; nt = not tested or not shown; [ ] = dose if it differs, or a comment. Unless noted, the call rests on the fitted dose curve; in most records, active means well fitted curve in the direction sought with a large enough effect; inconclusive means small, poorly fitted or top-dose-only effect, or another doubt; inactive means no such curve, though single readings can be large; an effect the other way counts as inactive or inconclusive. Not a hit list, and some 24% of all compounds hit somewhere here.

SMILES	Pf growth 96h	Shiga inhibitor	Sm TGR block	Pf growth 48h	FBPA Giardia inh	CHX counter
O=C1CC(/C=C/c2ccc([N+](=O)[O-])cc2)=Nc2ccccc2N1	?	18	-4%	?	-10%	9
COc1ccc(C(=O)CCC(C)(C)[N+](=O)[O-])cc1OC	27%	-4	1%	?	3%	12
NC(=S)N/N=C/c1cc([N+](=O)[O-])ccc1Cl	13%	-21	-18%	6%	-19%	0
O=[N+]([O-])c1ccc(OCn2cncn2)cc1	71%[activator]	nt	-2%	-6%	nt	nt
COc1ccc(/C=C2\Sc3ccc(C(=O)NC4CC4)cc3N(C)C2=O)cc1OC	-1%	-6	-6%	?	-1%	-4
CCOC(=O)c1sc(SC)c2c1CCCC2=O	27%	-5	-5%	45%[activator]	5%	-2
COc1ccc(S(=O)(=O)N(C)C)cc1NC(=O)c1ccc2c(c1)OCCO2	-15%	nt	5%	5%	nt	nt
Cc1cc(C)c(S(=O)(=O)/N=C2\C=C(Nc3ccc(C(=O)O)cc3)C(=O)c3ccccc32)c(C)c1	18%	24	?	9.3µM*	?	6
O=c1sc2ccccc2n1CCOc1ccccc1	0%	66*	5%[11.4 µM]	nt	4%	39*
O=c1oc2c(CN3CCOCC3)c(O)c(Cl)cc2c2c1CCCC2	13%	-3	45µM*	-11%	?	5
O=C(N/N=C/c1cn(-c2ccccc2)nc1-c1cccs1)c1ccccc1F	48%[activator]	83*	3%	-18%	-5%	20*
COC(=O)C1=C(c2ccccc2OCc2ccccc2)C[C@@H]2CC[C@H]1N2C(=O)NCc1cccc(F)c1	?	nt	3%	9.3µM*	nt	nt
Cc1nc2c(C)cccc2cc1C(=O)N/N=C/c1ccc(O)cc1	-12%	32	-4%	14%	-4%	-1
Cc1cc(C(=O)NNc2ccc(F)cc2F)no1	18%	-19	-6%	11%	-3%	-1
C=CCn1c(SCc2csc(-c3ccc(Cl)cc3)n2)nnc1-c1ccccc1OC	?	31	-17%	18%	-13%	2
O=[N+]([O-])c1ccc2nccn2c1	47%[activator]	-23	-28%	36%[activator]	0%	-3
Cc1cccc(C2c3[nH]c4ccccc4c3CCN2C(=O)c2ocnc2C)n1 (stereo not drawn)	?	-4	10%	18%	?	-3
CC1c2cc3c(cc2CCN1CC(=O)Nc1ccc(S(=O)(=O)N2CCCC2)cc1)OCCCO3 (stereo not drawn)	?	-3	0%	?	6%	-3
Cc1ccc(-c2csc3nc4cc(C(N)=O)ccc4c(=O)n23)cc1	-8%	-3	-16%	-17%	-25%	-1
CC(=O)Nc1ccc(NC(=O)CSc2nc(=O)n3cccc(C)c3n2)cc1	14%	nt	-7%	2%	nt	nt

Compound profiles, from the list above. Order of screens: Pf growth 96h	Shiga inhibitor	Sm TGR block	Pf growth 48h	FBPA Giardia inh	CHX counter
COc1ccc(/C=C2\Sc3ccc(C(=O)NC4CC4)cc3N(C)C2=O)cc1OC is listed as -1%	-6	-6%	?	-1%	-4
CC1c2cc3c(cc2CCN1CC(=O)Nc1ccc(S(=O)(=O)N2CCCC2)cc1)OCCCO3 (stereo not drawn) is listed as ?	-3	0%	?	6%	-3
O=C(N/N=C/c1cn(-c2ccccc2)nc1-c1cccs1)c1ccccc1F is listed as 48%[activator]	83*	3%	-18%	-5%	20*
COc1ccc(C(=O)CCC(C)(C)[N+](=O)[O-])cc1OC is listed as 27%	-4	1%	?	3%	12
O=c1oc2c(CN3CCOCC3)c(O)c(Cl)cc2c2c1CCCC2 is listed as 13%	-3	45µM*	-11%	?	5

Additional compounds follow:
SMILES	Pf growth 96h	Shiga inhibitor	Sm TGR block	Pf growth 48h	FBPA Giardia inh	CHX counter
CC(=O)c1ccc(NC(=O)N2C3CCC2CC(O)(c2cccnc2)C3)cc1 (stereo not drawn)	?	14	1%	-14%	8%	-1
CC(C)CSc1nnc2[nH]c(=O)cc(N)n12	-4%	-4	-2%	?	-6%	-1
Cc1cccc(C(C)C)c1NC(=O)CSc1nncn1C	19%	13	-18%	nt	2%	-3
Cc1ccc(NC(=O)CCc2ccc(C)o2)c(C)c1	46%[activator]	15	-9%	3%	nt	13
Cc1cc(C(=O)Nc2ccccc2)oc(=O)c1	172%[activator]	45*	?	111%[activator]	8%	48*
COCc1nnc(NC(=O)C2CCN(C(=O)c3ccco3)CC2)s1	?	-3	13%	9%	1%	1
Cc1c(Cl)cccc1NC(=S)NCCC(c1ccccc1)c1ccccc1	-10%	17	-1%	?	-2%	10
CCC(CC)C(=O)c1c[nH]c(C(=O)NCc2cccs2)c1	0%	10	nt	-11%	3%	1
Cc1cc(C(=O)NCc2cccs2)no1	?	-11	-1%	nt	0%	-3
O=C1CC(NC(=O)C(F)(F)F)c2cc3c(cc21)OCO3 (stereo not drawn)	-21%	-5	?	i	2%	-2
CN(Cc1ccccc1)S(=O)(=O)c1ccc(Cl)c(C(=O)OCC(N)=O)c1	32%	37*	0%	28%	7%	20*
CCCCc1c(O)c2ccccc2[nH]c1=O	17%	-2	5%	58%[activator]	-9%	-3
O=C(CSc1nnc(CNC(=O)c2ccccc2F)o1)NCCc1ccccc1	1%	-10	-7%	10%	5%	-3
COC(=O)c1sc(NC(=S)NC(=O)c2ccccc2Cl)nc1C	10%	65*	-6%	106%[activator]	15%	40*
CN1CCN(c2nc(-c3ccccc3Cl)nc3ccccc23)CC1	-20%	-3	4%	-28%	7%	-4
Cc1cc(C(F)(F)F)c2c(C)nn(CCc3nn[nH]n3)c2n1	9%	-11	-19%	2%	-24%	-4
Oc1c(CN2CCOCC2)ccc2ccccc12	-9%	7	0.56µM*	?	?	-2
Cc1ccc2c(c1)C(c1ccc(O)cc1)(c1ccc(O)cc1)C(=O)N2C	33%[activator]	1	1%	-2%	25%	-2
CCCCC(c1nnnn1C1CCCC1)N1CCN(C(=O)c2ccco2)CC1 (stereo not drawn)	nt	19	-28%	2.1µM*	5%	8
Cc1nn(S(=O)(=O)c2ccc(Br)cc2)c(C)c1S(=O)(=O)N1CCOCC1	32%[activator]	-6	-16%	14%	nt	7
O=C(CC1C(=O)N(c2ccccc2)C(=O)N1Cc1ccco1)Nc1ccccc1 (stereo not drawn)	15µM*	30	?	13%	0%	-3
Cc1ccc(S(=O)(=O)Nc2ccc3nc(C)sc3c2)cc1	47%[activator]	17	7%	?	2%	0
O=C1OC(c2cccs2)=N/C1=C\c1ccc(-c2cccc(Cl)c2)o1	34%[activator]	-3	?	28%	26%	2
Cc1ccc(-c2nnc(Nc3ccc(C(=O)N(C)C)cc3)c3ccccc23)cc1S(=O)(=O)NC(C)(C)CO	?	-6	-8%	2.3µM*	12%	1
COc1cc(-c2cc(-c3ccc(F)cc3)nc(N)c2C#N)ccc1O	32%[activator]	-20	12%	?	-3%	16
Cc1cccc(NC(=O)C2C3C=CC4(O3)C2C(=O)N(CCCN2CCCC2)C4C(=O)NC2CCCC(C)C2C)c1 (stereo not drawn)	181%[activator]	-7	-11%	?	-6%	-4
O=C(Nc1nc2ccsc2c(=O)s1)C1CCC1	36%[activator]	55*	10%	17%	-7%	41*
CC(Cc1ccccc1Sc1ccccc1O)N(C)C (stereo not drawn)	3.7µM*	-19	-24%	nt	-3%	-9
COc1ccc(-c2csc(CCn3nc(C)cc3C)n2)cc1OC	0%	-3	2%	-18%	-1%	15
Cc1ccc(S(=O)(=O)N2CCCCC2)cc1NC(=O)CSc1ncn[nH]1	-13%	-13	-2%	-11%	-1%	10
CCc1cc(C(=O)NC2CCCc3c2cnn3-c2cccc(C)c2C)n(C)n1 (stereo not drawn)	11%	20	-7%	-14%	-10%	2
COc1ccc(NC(=S)NCC2CCCO2)c(OC)c1 (stereo not drawn)	18%	-5	-3%	8%	-9%	-2
CC(C)NC(=O)CN1CCC(c2ccccc2)C(O)C1 (stereo not drawn)	3%	-10	-1%	20%	1%	-2
COC(=O)CSc1nnc(CNC(=O)c2cc(OC)c(OC)c(OC)c2)n1C	1%	-18	-5%	13%	0%	-4
c1ccc(CNc2nc(NCc3ccccc3)c3ccccc3n2)cc1	0.74µM*	-20	13%	1.2µM*	-10%	-7
CCn1c(N2CCN(C(=O)Nc3ccc(F)cc3)CC2)nc2ccccc21	15%	-19	-5%	?	7%	-1
O=C(COc1cccc2c1CCNC2=O)Nc1cccc(F)c1	-17%	nt	-2%	35%[activator]	nt	nt
CCCS(=O)(=O)Nc1cccc(-c2ccc3nnc(C)n3n2)c1	-30%	45	-5%	-9%	2%	21
O=C(Nc1ccccc1O)c1cc(S(=O)(=O)N2CCOCC2)c(Cl)cc1Cl	147%[activator]	5	-7%	7.4µM*	3%	-3
Cc1ccc(C(=O)CSc2nnc(-c3cccnc3)n2N)cc1	nt	-11	-2%	-8%	-15%	-2
CCn1c(SCC(=O)N/N=C/C=C/c2ccccc2[N+](=O)[O-])nnc1-c1ccc(Cl)cc1	?	6	-12%	-7%	1%	0
O=C(O)CN1C(=O)C(=O)N(Cc2c(F)cccc2Cl)C1=O	-13%	20	6%	-42%[0.00184 µM]	-3%	-3
O=C(Nc1ccccc1)c1ccccc1OCc1ccc(F)cc1	68%[activator]	nt	20%	-4%	-2%	-2
Cc1csc2c(N3CCN(C(=O)Nc4ccc(OC(F)(F)F)cc4)CC3)ncnc12	?	-1	5%	1.5µM*	-20%	-1
O=C(c1ccc(S(=O)(=O)N2CCCC2)cc1)N1CCCc2ccccc21	-7%	30	-2%	34%[activator]	10%	2
CC(=O)NCC(=O)NC1(C(=O)NC2CCCC2)CCCCC1	?	-8	1%	3%	0%	1
COc1cccc(CN(C)C(=O)c2ccc(NS(=O)(=O)c3ccc4[nH]c(=O)[nH]c4c3)cc2)c1OC	?	-5	2%	12%	-8%	1
CC1CCCC(C)N1CC(O)COC1CCC(C(C)(C)C)CC1 (stereo not drawn)	81%[activator]	-1	3%	10µM*	-17%	-2
N#CC(C#N)=C1C=C2C=C(N3CCCCC3)CCC2CC1 (stereo not drawn)	1%	-15	?	-2%	-10%	-3
Cc1cc(NC(=O)CN2C(=O)NC3(CCCCCC3)C2=O)ccc1Br	-22%	nt	-5%	-28%	nt	nt
COc1ccc2c(c1)C(C)CC(C)(C)N2C(=O)Nc1ccccc1 (stereo not drawn)	15%	18	-33%	35%[activator]	-18%	10
O=C(CCCC(=O)N(CC(=O)NC1CCCC1)c1cccc(F)c1)Nc1ccccn1	-19%	-3	6%	-1%	4%	1
O=C(/C=C/c1ccc2c(c1)OCO2)NCCSCc1c(Cl)cccc1Cl	4%	-8	-7%	4%	-1%	1
CC[N+](CC)(CC)CC[C@](O)(c1ccccc1)C1CCCCC1	5.7µM*	nt	nt	6.4µM*	-2%[21.7 µM]	nt
CCOC(=O)C1=C(C)N(C)C(=O)NC1c1ccccc1OC (stereo not drawn)	nt	-5	2%	0%	-10%	-3
CC1CCCN(c2nc3c(c(=O)n(C)c(=O)n3C)n2CCSc2nc3ccccc3s2)C1 (stereo not drawn)	nt	9	5%	?	-7%	6
Cc1cccc(NC(=O)C2c3ccccc3C(=O)N3CCc4ccccc4C23)n1 (stereo not drawn)	0%	2	2%	?	-17%	13
CCCCc1nnc(NC(=O)C2CCN(c3ncnc4sc(C)c(C)c34)CC2)s1	?	nt	-7%	?	nt	nt
Cc1ccc(-c2nc3ccccc3c(=O)n2-c2cccc(O)c2)cc1	0%	30	nt	-11%	2%	1
Nc1ncc(O)c(N)n1	nt	-4	nt	nt	?	2

Pulled by structure from above (two):
SMILES	Pf growth 96h	Shiga inhibitor	Sm TGR block	Pf growth 48h	FBPA Giardia inh	CHX counter
COCc1nnc(NC(=O)C2CCN(C(=O)c3ccco3)CC2)s1	?	-3	13%	9%	1%	1
Cc1ccc(S(=O)(=O)Nc2ccc3nc(C)sc3c2)cc1	47%[activator]	17	7%	?	2%	0
